Bioassay records: PubChem, Sanford-Burnham Center for Chemical Genomics
CHOP UPR activ = activators of apoptotic arm of unfolded protein response (CHOP). activation, % at 10 µM. AID 449763. CHO-CHOP luciferase reporter, UPR activation, luminescence; percent of tunicamycin response over DMSO baseline. 330,000 compounds, 0.34% hits;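 active = at 10 µM dose, activation of 40% or more, normalized to positive control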;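 note: 100% = tunicamycin at 10 µg/mL and 0% = DMSO alone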
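Material: CHO-CHOP cells, stable luciferase reporter of PERK-eIF2a-CHOP signalling; quantity: 500 reporter cells seeded per well; buffer or medium: F12 medium containing 10% fetal bovine serum; compound: one dose, 10 µM in 0.5% DMSO; incubation: 6 h compound treatment, 37 °C; measured by: Steady-Glo luciferase luminescence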
CCR6 antagonist = CCR6 (human) receptor antagonism; 340,000 compounds, 0.49% hits; CHO-K1 CCR6 PathHunter beta-arrestin, luminescence, CCL20-stimulated; P51684; inhibition, % at 20 µM; AID 493098;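 active = compounds whose inhibition of the agonist-driven luminescence signal at 20 µM reaches about 50%, limit read from the data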;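 note: cells stimulated with CCL20 at 14 nM final; plate controls were DMSO with CCL20 for no effect and DMSO without agonist for full effect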
Mdm2-MdmX inh = disrupts the human Mdm2-MdmX interaction; O15151+Q00987; SaOS-2 split-luciferase Mdm2/MdmX complementation, luminescence; inhibition, % at 8 µM; 330,000 compounds, 3% hits; AID 485346;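 active = inhibition of at least 50% at 8 µM in the primary screen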
APJ antag = blocks the human apelin receptor APJ | P35414 | inhibition, % at 20 µM | AID 2521 | CHO-K1 APJ beta-arrestin complementation, luminescence | 330,000 compounds, 0.32% hits;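 active = inhibition above about 40% at 20 µM, limit read from the data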;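 note: cells challenged with 10 nM apelin-13 agonist together with compound; plate controls were apelin-13 plus DMSO wells for no effect and DMSO wells lacking apelin-13 for full effect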
Target sequence (P35414 whole entry, looked up): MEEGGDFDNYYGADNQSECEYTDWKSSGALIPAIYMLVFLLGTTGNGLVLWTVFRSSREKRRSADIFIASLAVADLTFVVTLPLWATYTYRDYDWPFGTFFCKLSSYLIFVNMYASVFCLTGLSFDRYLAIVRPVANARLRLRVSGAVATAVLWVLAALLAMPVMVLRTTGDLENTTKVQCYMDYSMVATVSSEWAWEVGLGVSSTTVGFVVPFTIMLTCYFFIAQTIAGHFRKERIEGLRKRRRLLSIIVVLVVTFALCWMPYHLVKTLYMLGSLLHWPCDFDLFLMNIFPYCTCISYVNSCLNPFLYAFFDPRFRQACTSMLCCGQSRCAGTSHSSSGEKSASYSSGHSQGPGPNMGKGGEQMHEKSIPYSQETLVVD
EBI2 antag = blocks human EBI2 receptor beta-arrestin signaling; P32249; EBI2 beta-arrestin recruitment, luminescence, 7a,25-OHC stimulated; inhibition, % at 5 µM; 360,000 compounds, 0.81% hits; AID 651636; in the data active = inhibition above about 38%;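 note: enzyme fragment complementation signal reports receptor beta-arrestin coupling in cells; 0% = agonist plus DMSO wells and 100% = wells without agonist; some results beyond the cut were filed as inactive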
Target sequence (P32249 whole entry, looked up, the tested form may be a part): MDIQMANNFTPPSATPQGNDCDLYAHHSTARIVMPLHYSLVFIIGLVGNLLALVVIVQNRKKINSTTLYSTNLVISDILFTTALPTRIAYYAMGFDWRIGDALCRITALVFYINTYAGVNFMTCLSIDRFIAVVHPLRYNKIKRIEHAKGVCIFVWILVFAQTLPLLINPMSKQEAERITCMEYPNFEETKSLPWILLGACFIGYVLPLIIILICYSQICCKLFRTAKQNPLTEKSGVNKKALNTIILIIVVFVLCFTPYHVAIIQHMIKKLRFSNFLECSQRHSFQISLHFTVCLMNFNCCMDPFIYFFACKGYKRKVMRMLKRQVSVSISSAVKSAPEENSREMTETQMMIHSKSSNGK
tim23-1 inh = growth inhibitors of tim23-1 mutant yeast. S. cerevisiae tim23-1 growth, BacTiter-Glo luminescence, 24 h. inhibition, % at 20 µM. 330,000 compounds, 1.3% hits;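 active = growth inhibition of the mutant yeast at or above 50%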;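 note: temperature-sensitive mutant grown at 25 °C; plate controls were DMSO-treated mutant yeast for no effect and medium wells lacking yeast for full effect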
CXCR6 block = inhibitors of human CXCR6 receptor; CHO-K1 PathHunter CXCR6 beta-arrestin, luminescence; inhibition, % at 20 µM; 360,000 compounds, 0.36% hits; in the data active = inhibition above about 34%, passing the limit was not always enough;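 note: antagonist mode with CXCL16 agonist at 10 nM final; 0% = 10 nM CXCL16 with DMSO and 100% = unstimulated wells without agonist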
Target sequence (O00574 whole entry, looked up): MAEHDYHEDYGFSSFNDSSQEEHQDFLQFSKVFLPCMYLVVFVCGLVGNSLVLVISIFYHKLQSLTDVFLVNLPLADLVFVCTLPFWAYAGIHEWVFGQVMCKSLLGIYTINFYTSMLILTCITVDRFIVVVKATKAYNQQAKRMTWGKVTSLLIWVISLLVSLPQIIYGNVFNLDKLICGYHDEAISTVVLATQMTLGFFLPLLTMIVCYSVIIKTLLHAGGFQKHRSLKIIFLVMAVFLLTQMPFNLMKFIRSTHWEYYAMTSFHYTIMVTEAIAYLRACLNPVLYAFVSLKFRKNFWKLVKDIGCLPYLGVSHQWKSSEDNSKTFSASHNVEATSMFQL
UPR XBP1 act = activators of adaptive arm of unfolded protein response (XBP1) | CHO-XBP1 luciferase reporter, IRE1-XBP1 UPR activation, luminescence; percent of tunicamycin response, DMSO as zero | activation, % at 20 µM | 330,000 compounds, 0.33% hits;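 active = versus positive control, 20 µM dose yields 30% or more activation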;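 note: 100% = tunicamycin at 10 µg/mL and 0% = DMSO only wells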
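Material: CHO-XBP1 cells stably carrying IRE1-XBP1-driven luciferase reporter / Amount: 1000 cells per well / Compound: 20 µM, 1% DMSO / Times: 6 h treatment, 37 °C / Detection: luciferase luminescence / Measure: % activation of reporter signal versus tunicamycin and DMSO controls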
APJ ag = agonists of human APJ apelin receptor; 330,000 compounds, 0.11% hits; P35414; CHO-K1 APJ PathHunter beta-arrestin, luminescence; 0% DMSO wells, 100% apelin; activation, % at 20 µM;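 active = activation more than six SD over the plate average, tested at 20 µM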;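 note: 0% = DMSO alone and 100% = apelin-13 at 10 nM; some results filed as inactive read as strong as hits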
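system = engineered CHO-K1 APJ arrestin reporter cells | input = 1000 cells per well | timing = overnight seeding, 90 min compound at 25 °C, 1 h detection | measured by = enzyme-fragment complementation luminescence | read-out = beta-arrestin recruitment to APJ as agonist activity, luminescent signal | control set = negative DMSO alone, positive Apelin-13 at 10 nM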
Starred values were filed as active, the others as inactive; nt = not tested or not shown. Not all compounds are listed, so the mix of outcomes need not match the whole.

SMILES	CHOP UPR activ	CCR6 antagonist	Mdm2-MdmX inh	APJ antag	EBI2 antag	tim23-1 inh	CXCR6 block	UPR XBP1 act	APJ ag
O=c1c2c3c(sc2ncn1/N=C/c1cccnc1)CCCC3	3.8	6	-9	8	-2	44	1	4	-5
Cc1cc2ncn(S(=O)(=O)N3CCCCC3)c2cc1C	-0.2	-5	-4	2	1	30	-3	0	-2
O=C(NCCc1cnc[nH]1)c1ccc(-c2ccccc2)cc1	7.7	0	-17	7	-6	1	-6	1	-5
Cc1cccc2nc(-c3cccnc3)c(Nc3ccccc3)n12	-2.2	20	21	0	0	10	7	-1	-3
COc1ccc(N(C(C)C(=O)N/N=C/c2ccc(OC(C)C)cc2)S(C)(=O)=O)cc1 (stereo unspecified)	0.5	-2	-4	11	-7	16	2	-4	0
Cc1ccc(-n2c(SCC(=O)N/N=C/c3ccccc3C(=O)O)nnc2-c2ccccc2)cc1	2.4	2	-11	-19	-18	10	2	-1	-5
O=C(COC(=O)[C@H](Cc1ccccc1)NC(=O)c1cccs1)NC1CC1	-1.5	-14	-23	-8	-2	8	-6	-1	-2
COCCNC(=O)C(NC(=O)C1CCCCC1)C(C)C (stereo unspecified)	1.4	-6	-23	-5	6	-3	-21	-4	-3
O=C(CSc1nnc(CNC(=O)C23CC4CC(CC(C4)C2)C3)n1-c1ccc(F)cc1)Nc1ccccc1	-1.2	-2	27	9	-2	-1	-6	-1	1
COC(=O)c1ccccc1NC(=O)CCC(=O)N1CC(C)Oc2ccc(C)cc21 (stereo unspecified)	0.5	1	13	2	5	14	5	0	-4
O=C(Cc1ccc(Cl)cc1)Nc1ccccc1C(=O)N1CCCC1	1.3	24	13	-18	-6	-3	-15	-3	-3
O=C(CN1C(=O)/C(=C\c2ccc(F)cc2)Oc2ccccc21)N1CCN(c2ccccn2)CC1	5.6	6	79*	11	-18	-29	-1	19	3
NC(=O)C1Cc2ccccc2CN1C(=O)c1cccc(Oc2ccccc2)c1 (stereo unspecified)	-0.4	18	10	-14	3	-3	-7	4	-3
Cc1nn(C)cc1C(=O)NNC(=S)Nc1ccccc1	-0.8	23	-12	14	5	2	3	0	-3
CCOC(=O)[C@H]1[C@H]2COc3ccccc3[C@@H]2N2C(=O)CN(Cc3ccccc3)C(=O)[C@@]12C	-0.1	-2	15	-5	-10	26	-6	-1	-2
CC(NCCc1ccc(S(N)(=O)=O)cc1)C(=O)NCc1ccccc1 (stereo unspecified)	-1.6	2	3	-11	-1	13	4	-5	1
CC(=O)N1CCOc2ccc(S(=O)(=O)N3CC(C)CC(C)C3)cc21 (stereo unspecified)	0.2	11	16	-8	-4	18	-4	-2	-3
CCOc1ccccc1NC(=O)C(=O)CC(=O)c1cccc(OC)c1	11	33	3	8	-4	14	10	4	0
Cc1nnc(NC(=O)c2cccc(S(=O)(=O)N3CCOCC3)c2)s1	1.8	21	-1	13	2	-13	7	-6	0
COc1ccc(CN2CCCC(N3CCN(c4cccc(Cl)c4)CC3)C2)cc1OC (stereo unspecified)	-1.4	6	14	-1	-7	-19	-14	-3	-4
Cc1ccccc1NC(=O)C1C2CC/C=C\CCC21 (stereo unspecified)	1.7	6	-7	-8	-2	24	-2	-2	0
CC(=O)Nn1cnc2c(c1=O)C1(CCCC1)Cc1ccccc1-2	-1.0	0	14	18	8	20	2	1	9
Cc1nc(C)c(C(=O)N2CCCC(CCC(=O)NCc3ccc(F)c(F)c3)C2)s1 (stereo unspecified)	-0.5	3	7	7	0	-1	-2	0	0
Cn1c(=O)c2c(nc(N3CCCC3)n2CC(O)CO)n(C)c1=O (stereo unspecified)	-1.9	6	18	19	2	11	3	0	2
Cc1cc(C(F)(F)F)nn1Cc1n[nH]c(=S)n1-c1ccc(F)cc1	-1.1	-7	7	3	-1	15	2	-1	1

The list continues.
SMILES	CHOP UPR activ	CCR6 antagonist	Mdm2-MdmX inh	APJ antag	EBI2 antag	tim23-1 inh	CXCR6 block	UPR XBP1 act	APJ ag
CCOc1ccc(NS(=O)(=O)c2ccc(C(=O)N3CCCCC3)cc2)cc1	-2.2	3	2	16	-4	0	-9	-4	0
CCCC1=NN(C(=O)Cc2ccc([N+](=O)[O-])cc2)C(O)(C(F)(F)F)C1 (stereo unspecified)	0.7	10	-12	-18	-2	12	4	-5	-2
CCc1nc2sc3c(c2c(=O)n1N)CCC3	-2.2	3	8	20	-13	3	4	-3	1
CCOC(=O)CC(=O)Nc1ccc(C)cc1	-1.9	0	7	7	-2	11	-4	0	3
Cc1ccc(CN2CCN(/N=C/c3cccs3)CC2)cc1	0.5	12	-7	10	-18	19	-8	-3	-3
Cc1cc(C)c(/C=N/NC(=O)c2nnn(-c3nonc3N)c2COc2ccc(F)cc2)c(C)c1	1.8	12	36	-4	8	4	15	-1	1
CC(C)(C)OC(=O)N1CCC(C(=O)Nc2ccc3c(c2)CCC3)CC1	5.5	16	-46	6	6	37	-2	4	-5
CCN(CC)CCNC(C(=O)Nc1cc(C(F)(F)F)ccc1Cl)c1ccccc1 (stereo unspecified)	2.9	-5	5	7	-12	13	9	0	0
Cc1ccc(/C=N\NC(=O)C2COc3cc4ccccc4cc3O2)o1 (stereo unspecified)	0.3	7	0	-14	4	32	1	-4	2
COc1ccc(-c2sc3ccc(OC)cc3c2C#Cc2cncn2C)cc1	5.6	-6	54*	-9	-1	28	8	3	2
O=C(Nc1ccc(NC(=O)C2CC2)nc1)c1ccccn1	-1.5	5	-14	6	-4	32	-3	-3	-2
Cc1ccccc1/C=C/c1cccc[n+]1C	0.7	-4	-9	3	-10	3	0	-3	2
Cc1cccc(-c2cc3nc(C)cc(N4CC(C)CC(C)C4)n3n2)c1 (stereo unspecified)	0.8	-8	19	10	12	18	2	-1	-5
Cc1cc(C)c2nc(N(CCN(C)C)C(=O)c3ccc4ccccc4c3)sc2c1	-1.1	19	17	7	-2	22	4	-5	-2
CSc1ccccc1OCc1cc(C(=O)N(Cc2nccn2C)C(C)C)no1	-0.1	-8	18	7	-22	-3	-15	0	1
Cc1ccc(OCC(=O)N2CCN(S(=O)(=O)c3ccc(Cl)s3)CC2)cc1C	-1.4	10	20	2	90*	29	-6	0	-2
Cc1ccc(NC(=O)CN2CCCC2)cc1Br	0.0	10	-25	4	-12	12	4	0	2
CCn1c(SCc2ccc(C(=O)Nc3cc(C)cc(C)c3)cc2)nnc1-c1ccncc1	-0.5	-7	2	-19	10	16	0	-1	-3
OCC[C@@H]1C[C@H](O)[C@@H](O)[C@]2(Cc3ccccc3O2)O1	-1.6	-6	19	13	-13	-7	-6	-1	-1
O=C(CC1SC(N2CCCCC2)=NC1=O)Nc1cccc(C(=O)NCc2ccc(F)cc2)c1 (stereo unspecified)	1.2	7	21	10	-6	-16	-3	-1	2
COc1ccc(-c2nnc(SCc3cc(C)ccc3C)n2N)cc1	1.6	5	1	7	-5	45	0	-2	0
O=C(CSc1nnc(NC(=O)c2c(F)cccc2F)s1)NCc1ccc(F)cc1	-0.8	8	3	-33	3	-1	12	-3	1
O=C(CCN1CCCC1)Nc1cccc(Br)c1	-2.3	-16	6	17	-12	-11	12	-3	-3
C#CCOCCOCCOCCNc1nc(N2CCN(C(=O)[C@H](CCCN=C(N)N)n3cc(C(N)[C@@H](C)CC)nn3)CC2)nc(N2CCN(C(=O)[C@H](CCC(=O)O)n3cc([C@@H](N)[C@H](C)CC)nn3)CC2)n1 (stereo partly specified)	-0.1	0	6	9	-6	1	0	-3	-3
Cc1ccc(/C=C/C(=O)O)cc1S(=O)(=O)N1CCc2ccccc2C1	1.2	-1	-5	14	9	8	-6	-1	-4

The list goes on:
SMILES	CHOP UPR activ	CCR6 antagonist	Mdm2-MdmX inh	APJ antag	EBI2 antag	tim23-1 inh	CXCR6 block	UPR XBP1 act	APJ ag
CCCCN(C(=O)CSc1nnnn1C)C1CCS(=O)(=O)C1 (stereo unspecified)	-1.1	4	-18	3	-18	5	-16	-1	-5
COc1ccc(-n2c(-c3ccc(Br)cc3)c[n+]3c2CCCCC3)cc1	-0.2	4	20	-5	-3	7	2	-2	-3
c1ccc(-c2csc(NC3CCCCC3)n2)cc1	7.8	24	-178	16	3	36	11	-1	-4
Cc1ccccc1-n1nc(-c2ccc(N)cc2)cc1N	2.5	5	7	-10	-4	-13	-12	0	2
O=S(=O)(c1cccs1)N1CCN(c2ncccn2)CC1	-0.9	1	4	0	-2	23	4	5	-2
CC(C)[C@H](N)c1nnc(SCc2ccc(Cl)cc2)o1	-1.4	2	17	13	2	13	3	1	0
COc1ccccc1NS(=O)(=O)c1ccc(NC(=O)c2ccncc2)cc1	-2.3	7	24	0	4	16	2	-5	0
Fc1ccc(-c2cc3nc(-c4ccccc4)cc(N4CCOCC4)n3n2)cc1	2.9	21	31	14	36	-7	0	-4	1
CC1CCN(C(=O)CC#N)CC1	-1.4	2	-1	2	-5	-4	3	1	-5
CCc1ccc(NC(=O)NNC(=O)c2ccc3ccccc3c2O)cc1	1.6	3	3	-13	-4	-5	-2	-4	3
O=C(c1ccco1)N1CCN(C2CC(=O)N(c3ccc(C(F)(F)F)cc3)C2=O)CC1 (stereo unspecified)	2.2	4	12	-1	-7	2	-2	-5	-5
Cc1cccc(/C=N/n2c(-c3ccccn3)n[nH]c2=S)c1	0.7	nt	-17	-25	nt	16	nt	0	4
O=C(Nc1cc(=O)[nH]c2ncnn12)c1ccccc1	-1.4	2	4	10	9	14	7	1	-3
Fc1ccc(-n2[nH]nnc2=S)cc1N1CCCC1	0.8	7	-7	-9	-16	-5	4	3	-5
Clc1ccc(OCCCCN2CCCCC2)cc1	-4.0	4	-4	-6	8	6	-1	-4	-3
CN(CC(=O)O)c1ccc(S(=O)(=O)N2CCOCC2)cc1[N+](=O)[O-]	-2.2	-3	16	-5	7	13	0	-3	2
CCCCNc1c(-c2ccc(OC)c(SC3CCCCC3)c2)nc2ccc(Cl)cn12	1.4	-2	23	-9	23	27	-10	-1	1
CC1=CCC(C(=O)N/N=C/c2cccs2)C(c2ccc(F)cc2)C1 (stereo unspecified)	-2.7	-4	17	5	-10	26	3	-7	-4
CCOc1ccc(C(c2c(NC(=O)c3ccccc3)sc(C)c2C)N2CCN(CCO)CC2)cc1 (stereo unspecified)	2.4	3	15	-14	16	26	12	3	2

Profiles, quoted from the list. Screens in order: CHOP UPR activ | CCR6 antagonist | Mdm2-MdmX inh | APJ antag | EBI2 antag | tim23-1 inh | CXCR6 block | UPR XBP1 act | APJ ag
Record of CC1=CCC(C(=O)N/N=C/c2cccs2)C(c2ccc(F)cc2)C1 (stereo unspecified) : -2.7 | -4 | 17 | 5 | -10 | 26 | 3 | -7 | -4
Record of Cc1ccc(-n2c(SCC(=O)N/N=C/c3ccccc3C(=O)O)nnc2-c2ccccc2)cc1 : 2.4 | 2 | -11 | -19 | -18 | 10 | 2 | -1 | -5
